Screens (PubChem)
H9c2 TAG inh = inhibitors of triacylglycerol accumulation. inhibition, % at 12.5 µM. 230,000 tested, 0.66% active. AID 651582. H9c2 cells, Nile Red lipid (TAG) fluorescence; cells loaded with 200 µM oleic acid;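 active = pattern-corrected inhibition of lipid staining of at least 50% with the nuclear-stain viability signal not falling by more than 50%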;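 note: 0% = DMSO wells and 100% = triacsin C control wells; some results filed as inactive read as strong as hits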
H9c2 TAG inh DAPI viability = also measured in H9c2 TAG inh; calls as there; DAPI nuclei signal change (viability), lower = more cytotoxic, %;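 whole-well DAPI fluorescence read on a plate reader as a viability signal; minus 50 percent equals half of cells still viable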
* = called active by the depositor.

Second line of a record – H9c2 TAG inh | H9c2 TAG inh DAPI viability
- CC(=O)c1cccc(NC(=O)CN(C)Cc2ccc(OC(F)F)cc2)c1
  -10 | -3
- CCOC(=O)c1sc(NC(=O)c2ccc(S(=O)(=O)N3CCCCC3)cc2)nc1-c1ccccc1
  -17 | 13
- CCOC(=O)C(C(=O)OCC)C(Nc1ccc(Br)cc1)c1ccccc1 (stereo not given)
  -3 | 5
- COc1ccc(CCNC(=O)c2nnn(CC(=O)Nc3ccccc3)c2N)cc1OC
  -4 | 12
- COc1ccccc1NS(=O)(=O)c1cc(NC(=O)c2ccncc2)ccc1N1CCCC1
  16 | 2
- COc1ccc(CCNC(=O)Nc2nc(CN)cs2)cc1OC
  5 | -12
- CCn1c(Cc2cccs2)nnc1SCC(=O)Nc1ccc(OC)c(OC)c1
  12 | -3
- C=CCNc1cnn(-c2ccccc2)c(=O)c1Cl
  3 | -2
- C/C(CCc1oc2ccccc2c1-c1ccc(C)o1)=N/O
  -17 | -3
- CN1CCCN(S(=O)(=O)c2cccc(Cl)c2Cl)CC1
  16 | 2
- Cc1c(N=Cc2cc(Br)cc(Br)c2O)cccc1C(=O)O
  -4 | -8
- COc1cc(NC(=O)COc2ccccc2Cl)ccc1NC(=O)C(C)C
  1 | 13
- COCCN(C(=O)CSc1nnc(-c2cccc(F)c2)n1N)c1c(N)n(Cc2ccccc2)c(=O)[nH]c1=O
  3 | 1
- CCC(=O)Nc1ccc(C(=O)n2ccc(C)n2)cc1
  5 | -1
- C=CCSc1nnc(NC(=O)c2cn(CC)c3nc(C)ccc3c2=O)s1
  10 | 2
- C=CC[C@@H](CC(=O)N(CCO)Cc1ccccc1)C(=O)NC[C@@H](OC(=O)[C@@H](CC=C)CC(=O)OC(C)(C)C)c1ccccc1
  -7 | 4
- Cc1nn(C(=O)N2CCOCC2)c(C)c1C
  -2 | -4
- COc1cc(-c2cc3nc4ccccc4n3c(N)c2C#N)cc(OC)c1OC
  29 | 90
- CCOC(=O)C1=C(COC(=O)c2ncc(Cl)c(Cl)c2Cl)NC(=O)NC1C (stereo not given)
  -4 | 0
- COc1cc(/C=N/Nc2nc3ccccc3s2)ccc1O
  9 | 3
- Cc1ccccc1CN1C(=O)C(C)S/C1=N/N=C/c1ccco1 (stereo not given)
  -21 | 10
- Cn1c(=O)c(C(=O)Nc2ccccc2S(N)(=O)=O)c(O)c2ccccc21
  13 | -4
- N#CCC(=O)Nc1ccc(C(=O)Nc2ccc3c(c2)OCO3)cc1
  12 | -3
- COc1nc(-c2ccccc2)nc(C)c1CC(=O)O
  1 | 6
- CCN(CC)S(=O)(=O)c1cccc(NC2=NCCCCC2)c1
  -5 | 11
- Cc1cc(NC(=O)c2ccc(C)c([N+](=O)[O-])c2)no1
  -8 | 0
- CCCCN(C(=O)CSCc1c(C)noc1C)c1c(N)n(CCC)c(=O)[nH]c1=O
  -6 | 0
- O=S(=O)(N/N=C/c1ccccc1F)c1ccccc1
  -4 | 11
- COc1ccc(-c2nn(-c3ccccc3)cc2/C=C/C(=O)OCC(=O)Nc2ccccc2C#N)cc1
  67* | -32*
- Cc1cc(NC(=O)c2cccc(C)c2[N+](=O)[O-])no1
  -11 | 5

(continued)
Second line of a record – H9c2 TAG inh | H9c2 TAG inh DAPI viability
- COc1ccc(NC(=O)C(Br)C(C)C)cc1 (stereo not given)
  -10 | 1
- Cc1cc(OCC(=O)NCCN2CCOCC2)cc(C)c1Br
  3 | -4
- O=C(NCCc1ccccc1)c1ccc(NC(=O)C2CCCCC2)cc1
  -2 | -2
- Cn1c(=O)c2c(nc(NCc3ccc4c(c3)OCO4)n2Cc2ccccc2F)n(C)c1=O
  -34 | -7
- C/C(=N/Nc1nc(-c2ccc(Cl)cc2)cs1)c1cccs1
  33 | 3
- CCCCn1c(SCc2c(C)noc2C)nc2cc(S(N)(=O)=O)ccc21
  28 | 15
- Cc1ccc(Nc2n[nH]c(=S)s2)cc1F
  5 | -5
- CC(C)(C)c1ccc(C(=O)N2CCC2(C)C(=O)Nc2cccc3ncccc23)cc1 (stereo not given)
  -17 | -1
- CCC(C)N(C(=O)COC(=O)c1cn(CC)c2nc(C)ccc2c1=O)C1CCS(=O)(=O)C1 (stereo not given)
  -22 | -1
- COc1ccc(NS(=O)(=O)c2ccc(Cl)c(N)c2)cc1Br
  -25 | 4
- Cc1cccc2cc(/C=C/C(=O)c3ccco3)c(Cl)nc12
  14 | -1
- COc1ccc(NC(=O)c2sc(=O)n(Cc3ccc(F)c(Cl)c3)c2C)cc1OC
  6 | 0
- CN(CC(=O)Nc1ccc(F)cc1)C(=O)CCc1nc2sc3c(c2c(=O)[nH]1)CCCC3
  3 | -4
- Cn1nc(N)c2ncc(-c3ccc(Cl)cc3)nc21
  21 | 6
- CN(C)/C=C(/C(=O)c1ccccc1Cl)S(=O)(=O)c1ccccc1
  -8 | 19
- Cc1ccccc1NC(=O)C(C)OC(=O)c1ccccc1C(=O)N(C)c1ccccc1 (stereo not given)
  -1 | -2
- Cc1csc(=O)n1CC(=O)OCC(=O)Nc1cc([N+](=O)[O-])ccc1Cl
  -5 | -3
- CN(C(=O)COC(=O)/C=C/c1ccccc1)C1CCS(=O)(=O)C1 (stereo not given)
  0 | -10
- N/C(=N\NC(=O)c1ccccc1Cl)c1cc2ccccc2oc1=O
  -5 | -6
- CC(=O)c1ccc(OC(C)C(=O)NCC2(N3CCOCC3)CCCCC2)cc1 (stereo not given)
  -12 | 3
- c1ccc(-c2nc(N3CCCCCC3)c3ccccc3n2)nc1
  0 | -6
- CCOc1ccc2nc(SCC(=O)NCc3ccc(S(N)(=O)=O)cc3)[nH]c2c1
  11 | -12
- COC(=O)c1ccccc1NC1c2ccccc2C(=O)N1c1cccnc1 (stereo not given)
  11 | -4
- COc1ccc(C(C(N)=O)c2ncc(C(F)(F)F)cc2Cl)cc1OC (stereo not given)
  16 | -11
- CSc1nsc(/C=C/Nc2ccc(C(=O)O)cc2)c1C#N
  8 | 5
- COc1ccc(OC/C(O)=C(\C#N)c2nc3ccccc3[nH]2)cc1
  10 | -11
- CC(O)(c1ccccc1)c1nc(-c2cccc(C(=O)O)c2)cs1 (stereo not given)
  8 | 5
- COc1cc(S(=O)(=O)NC2CCCCC2C)ccc1Cl (stereo not given)
  -10 | 2
- Cc1ccc(C(=O)NCC(=O)OCC(=O)c2c(N)n(C)c(=O)n(C)c2=O)cc1C
  -3 | -5
- CCOC(=O)C1C(c2ccc(OC)c(OC)c2)c2c([nH][nH]c2=O)CC1(C)O (stereo not given)
  3 | 8

Later entries:
Second line of a record – H9c2 TAG inh | H9c2 TAG inh DAPI viability
- O=C(Cn1cnc2ccccc2c1=O)NCCC(=O)Nc1ccc2c(c1)OCO2
  -11 | 6
- Cc1ccc(F)c(S(=O)(=O)NC(=O)C2(C)CCN2C(=O)C2(c3ccc(Cl)cc3)CC2)c1 (stereo not given)
  9 | -9
- CC(C)(c1ccccc1)c1ccc(OCCCNCCO)cc1
  -4 | 22
- Cc1ccc(NC(=O)N(O)C2CCCCC2C#N)cc1 (stereo not given)
  -2 | -2
- NS(=O)(=O)c1ccc(CCNC(=O)CSc2ccccc2)cc1
  11 | -3
- CN(C)CCNc1nc2c(c(=O)[nH]c(=O)n2C)n1CCCc1ccccc1
  0 | 5
- Cc1c(C(=O)N2CCC(Cc3ccccc3)CC2)cccc1[N+](=O)[O-]
  0 | -9
- COc1cc(OC)c(C(=O)OCC(=O)NCCC2=CCCCC2)cc1OC
  4 | -3
- Cc1c(NS(=O)(=O)c2ccc(Cl)c(C(=O)OCC(=O)NCc3ccco3)c2)c(=O)n(-c2ccccc2)n1C
  6 | -5
- Cc1c(C(=O)O)sc(S(=O)(=O)N2CCN(C(=O)Cc3ccccc3Cl)CC2)c1C(=O)O
  6 | -3
- Cc1ccc(-n2nc(C(=O)NCc3ccco3)c3c4ccccc4n(C)c3c2=O)cc1
  27 | 2
- O=C1C(Cc2ccc(O)cc2)NC(=S)N1Cc1ccccc1 (stereo not given)
  7 | -6
- COc1ccc(NC(=O)CCc2nc3ccccc3c(=O)[nH]2)cc1S(=O)(=O)N1CCCCC1
  -8 | 1
- O=C(O)CCCN1C(=O)/C(=C/C=C/c2ccco2)SC1=S
  -11 | 10
- COc1ccc(CC(=O)OCC(=O)NC2CCCC(C)C2C)cc1 (stereo not given)
  4 | -7
- Cc1ccnc(NS(=O)(=O)c2ccc(NC(=O)c3oc4ccccc4c3C)cc2)n1
  9 | -1
- Nc1nc(SCC(=O)Nc2ncc(Cl)cc2Cl)n[nH]1
  -5 | 3
- COc1ccc(C(=O)Nc2ccc(O)cc2C(=O)O)cc1
  -18 | -6
- O=C(C1Cc2ccccc2CN1S(=O)(=O)c1ccc(F)cc1)N1CCCCCC1 (stereo not given)
  -28 | 8
- COc1ccc(C(=O)NCc2cccnc2)cc1S(=O)(=O)N1CCCc2ccccc21
  3 | -6
- NC(=O)C(c1ccccn1)c1ncc(C(F)(F)F)cc1Cl (stereo not given)
  -6 | -3
- COc1ccc(-c2noc(N3CCC(C(=O)Nc4ccc(F)cc4)CC3)n2)cc1
  -1 | -1
- COc1ccccc1C1C2=C(CCCC2=O)N(CC(=O)O)C2=C1C(=O)CCC2
  -1 | -1
- O=C1CC(C(=O)Nc2ccccc2)C2(CCCC2)O1 (stereo not given)
  -6 | 8
- Cc1cccc(NC(=O)CSCC(=O)Nc2ccccc2N2CCCCC2)c1
  23 | -11
- Cc1ccc(C(=O)Nc2cccnc2N2CCN(C)CC2)cc1
  6 | -8
- N#Cc1cccnc1N1CCN(C(=O)COCC(=O)O)CC1
  13 | -5
- CCC1(C)Cc2c(C#N)c(N)sc(=S)c2CO1 (stereo not given)
  -1 | -11
- Cc1cc(C(=O)NCCc2ccccc2)c2cc(F)ccc2n1
  8 | 16
- COc1cc(/C=N\NC(=O)CNC(=O)c2cccc([N+](=O)[O-])c2)ccc1O
  10 | -2

Next part (7 carried over from the part before).
Second line of a record – H9c2 TAG inh | H9c2 TAG inh DAPI viability
- O=C1CC(C(=O)Nc2ccccc2)C2(CCCC2)O1 (stereo not given)
  -6 | 8
- Cc1cccc(NC(=O)CSCC(=O)Nc2ccccc2N2CCCCC2)c1
  23 | -11
- Cc1ccc(C(=O)Nc2cccnc2N2CCN(C)CC2)cc1
  6 | -8
- N#Cc1cccnc1N1CCN(C(=O)COCC(=O)O)CC1
  13 | -5
- CCC1(C)Cc2c(C#N)c(N)sc(=S)c2CO1 (stereo not given)
  -1 | -11
- Cc1cc(C(=O)NCCc2ccccc2)c2cc(F)ccc2n1
  8 | 16
- COc1cc(/C=N\NC(=O)CNC(=O)c2cccc([N+](=O)[O-])c2)ccc1O
  10 | -2
- CCn1c(SCC(=O)OC)nnc1-c1ccc(C)cc1
  2 | 1
- COc1ccc(S(=O)(=O)N(CCN2CCOCC2)Cc2cc(OC)ccc2OC)cc1
  5 | 3
- O=C(Nc1c(F)cccc1F)c1cnc(N2CCN(c3ccccn3)CC2)c2ccccc12
  37 | 11
- CCN=C1SC(C(=O)Nc2cccc(C)c2)CC(=O)N1CC (stereo not given)
  1 | -4
- O=C(Nc1ncc2c(n1)-c1ccccc1CC2)C1CC1
  0 | -8
- CCOc1ccc(CCNC(=O)C2CCN(c3nn4c(=O)cc(C)nc4s3)CC2)cc1
  -2 | -9
- C#C[C@]1(O)CC[C@H]2[C@@H]3CCC4=Cc5oncc5C[C@]4(C)[C@H]3CC[C@@]21C
  -6 | 4
- CCN(CC(=O)Nc1ccc(NC(C)=O)cc1)CC(=O)Nc1cccc2ccccc12
  -10 | 6
- CCOC(=O)C1(Cc2cccc(Cl)c2)CCCN(C(=O)CCSC)C1 (stereo not given)
  -14 | 2
- COC(=O)c1ncn(C2OC(COC(C)=O)C(OC(C)=O)C2OC(C)=O)n1 (stereo not given)
  2 | 0
- COCCN(C(=O)COC(=O)c1ccc2ccccc2c1)c1c(N)n(Cc2ccccc2)c(=O)[nH]c1=O
  12 | -6
- Cc1ccccc1CN1CCN(CC(=O)NCc2ccccc2)CC1
  6 | 1
- COc1ccc(CN2CCNC(=O)C2CC(=O)N2CCCCO2)cc1OC (stereo not given)
  -4 | 0
- CCOc1ccc(NC(=O)C2CC(=O)N(C(C)C)C2)cc1 (stereo not given)
  -6 | 1
- O=C(/C=C/c1cccs1)c1ccco1
  -2 | 0
- Cc1oc2c(O)c(O)ccc2c(=O)c1-c1ccc(Cl)cc1
  6 | -12
- CCOc1ccccc1C(=O)NCC(=O)N1CCC(C)CC1
  -5 | 1
- CCC(C)NC(=O)C1c2ccccc2Oc2ccccc21 (stereo not given)
  3 | 3
- NC(=O)C1CCN(Cc2nnnn2Cc2ccco2)CC1
  -2 | 6
- C=CCn1c(SCc2cc(=O)n3ccsc3n2)nc2cc(Cl)ccc2c1=O
  7 | -6
- CCCNC(=O)C1CC(=O)N(c2ccc(OCc3ccc(Cl)cc3)cc2)C1 (stereo not given)
  -11 | 3
- O=Cc1ccc(N2CCCC2)c([N+](=O)[O-])c1
  7 | -12
- CCc1nc2ccc(C(=O)N3CCN(S(=O)(=O)CC)CC3)cn2c1N(CCC(C)C)CCN(C)C
  10 | -3

Single records, as listed above.
`Cc1ccccc1CN1CCN(CC(=O)NCc2ccccc2)CC1` reads H9c2 TAG inh: 6; H9c2 TAG inh DAPI viability: 1
`C#C[C@]1(O)CC[C@H]2[C@@H]3CCC4=Cc5oncc5C[C@]4(C)[C@H]3CC[C@@]21C` reads H9c2 TAG inh: -6; H9c2 TAG inh DAPI viability: 4

Some of the compounds tested; count on the stated rates, not on these rows.
